HP1b binding inh – blocks HP1-beta chromodomain binding to methylated histone tails. AlphaScreen HP1-beta / biotin-H3K9me3 peptide binding. P83916. Potency, µM (series often up to 114 µM), without a hit: at the top dose activity change, negative = inhibition, hits mostly inhibitors. AID 540317. 390,000 compounds, 0.56% hits; also: nearly all actives have a fitted effect of over 70% in size; inactives centre near 23
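Compound inhibition of the preformed complex between 50 nM HP1-beta and 50 nM biotinylated H3K9me3 peptide was read by AlphaScreen. Buffer was PBS pH 7.4 with 0.01% Tween-20. Incubations ran 30 min at room temperature, with 10 ug/mL donor/acceptor beads.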
Pin1 inhibitor – inhibitors of human Pin1. AID 504891. Pin1 FP peptide displacement, HiFluor488, 10 min. 390,000 compounds, 0.009% hits. Potency, µM (top dose mostly 115 µM), for the others: at the highest dose activity, negative = inhibition, usual class: inhibitors; active = well fitted inhibition curve with a large enough effect in the polarisation, with a control signal flat, not every such curve was filed as active; inconclusive = small, poorly fitted or top-dose-only effect, or effect the other way, or a change in a side signal; inactive = no such curve, though single readings can be large or run the other way; the % refers to the polarisation; also: % is scaled to controls: 0 for no effect and ±100 for the full control effect
12-LOX inh – ALOX12 (human) lipoxygenase inhibition | Potency, µM (top dose mostly 108 µM), for inactives: at the highest dose activity change, negative = inhibition, hits mostly inhibitors | purified 12hLO, xylenol orange hydroperoxide absorbance | AID 1671190 | 580,000 compounds, 1.1% hits | P18054; also: % is scaled to controls: 0 for no effect and ±100 for the full control effect
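Hydroperoxide product was detected by ferrous iron/xylenol orange as the 573 to 405 nm absorbance ratio. Arachidonic acid at 40 uM (final) was turned over for 30 min at room temperature by 150 nM human 12hLO, pH 7.0 Hepes buffer, after 15 min compound preincubation.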
GLS inhibitor – blocks human kidney-isoform glutaminase activity. 410,000 compounds, 0.21% hits. O94925. GLS enzymatic activity, qHTS titration. Potency, µM (series often up to 45.5 µM), inactives show top-dose activity change, negative = inhibition, hits mostly inhibitors; also: % is scaled to controls: 0 for no effect and ±100 for the full control effect
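Enzyme dispensed in phosphate buffer (45 mM, pH 8.2, 0.02% Tween-20), compounds pinned in, then 1 mM L-glutamine solution and the glutamate oxidase–HRP–Amplex Red mix added; fluorescence read immediately and again after 30 min at room temperature.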
ERG Ets-DNA blk – blocks human ERG Ets domain binding to DNA | fluorescence polarization, His-ERG Ets domain / labelled DNA | P11308 | Potency, µM (top dose mostly 76.9 µM), inactives show at the top dose FP activity, negative = inhibition, usual class: inhibitors | AID 624246 | 370,000 compounds, 0.028% hits; active = well fitted inhibition curve with a large enough effect in the polarisation, with a control signal flat; inconclusive = small, poorly fitted or top-dose-only effect, or effect the other way, or a change in a side signal; inactive = no such curve, though single readings can be large or run the other way; the % refers to the polarisation;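 also: polarization taken with two DNA probes labelled with fluorescein and Texas red; % of control where 0% means no effect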
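His-tagged ERG Ets domain (1 uM in the protein solution; 300mM KCl, 50mM Tris-HCl, 1mM EDTA, 1mM DTT, pH 7.5) received compound, then a probe mix of 5 nM fluorescein-DNA and 100nM Texas-615-DNA. Fluorescence polarization was read for both dyes.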
Tb PGK inh – inhibitors of T. brucei phosphoglycerate kinase; P07378; PGK/GAPDH coupled, Kinase-Glo luminescence, 60 min; Potency, µM (titrated, usually from 57.5 µM), without a hit: at the top dose activity change, negative = inhibition, hits mostly inhibitors; 380,000 compounds, 0.043% hits; AID 602233; also: % is scaled to controls: 0 for no effect and ±100 for the full control effect; nearly all actives have a fitted effect of over 60% in size
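Luminescent ATP detection (Kinase-Glo Plus) follows a 60-minute room-temperature incubation, with wells lacking PGK as controls. Buffer: 100 mM TEA (pH 7.6), 5 mM MgCl2, 0.01% Tween-20. Coupling enzyme GAPDH (100 nM final) supplies unstable 1,3-BPG in-well.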
rTrxR1 inhibitor – rat TrxR1 inhibition; O89049; recombinant rTrxR1, NADPH fluorescence consumption, selenite substrate; Potency, µM (highest dose often 114 µM), inactives show at the top dose activity change, negative = inhibition, hits mostly inhibitors; 390,000 compounds, 1% hits; AID 588453; also: % is scaled to controls: 0 for no effect and ±100 for the full control effect; nearly all actives have a fitted effect of over 65% in size
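Rat TrxR1 (90 nM in the dispensed reagent) was pre-reduced with 400 uM NADPH for 5 min at room temperature, then incubated with compound for 15 min. After 400 uM selenite was added, NADPH fluorescence (Ex 340/Em 450 nm) was followed for 8 min.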
RGS4 inh – human RGS4 inhibition | Potency, µM (top dose mostly 114 µM), inactives show at the highest dose activity change, negative = inhibition, hits mostly inhibitors | 390,000 compounds, 0.039% hits | AID 504845 | P49798 | Transcreener GDP fluorescence polarization, RGS4-accelerated GTP hydrolysis; also: % is scaled to controls: 0 for no effect and ±100 for the full control effect; nearly all actives have a fitted effect of over 75% in size; some results filed as inactive show a strong effect at the top dose
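MLSMR compounds (23 nl, pin-transferred) preincubated 10 min at room temperature with a 500nM (2x) first reagent, then RGS4 at 900nM (2x) plus Transcreener GDP mix added; fluorescence polarization (620/688 nm) read before and after 90 min at 30 °C.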
JMJD2A Tudor – JMJD2A Tudor domain (human) inhibition; 390,000 compounds, 4.4% hits; AlphaScreen JMJD2A-Tudor / H3K4me3 peptide binding; AID 504339; Potency, µM (doses to about 114 µM), for the others: top-dose activity change, negative = inhibition, hits mostly inhibitors; also: % is scaled to controls: 0 for no effect and ±100 for the full control effect; nearly all actives have a fitted effect of over 50% in size
Target sequence (O75164 whole entry, looked up, the tested form may be a part): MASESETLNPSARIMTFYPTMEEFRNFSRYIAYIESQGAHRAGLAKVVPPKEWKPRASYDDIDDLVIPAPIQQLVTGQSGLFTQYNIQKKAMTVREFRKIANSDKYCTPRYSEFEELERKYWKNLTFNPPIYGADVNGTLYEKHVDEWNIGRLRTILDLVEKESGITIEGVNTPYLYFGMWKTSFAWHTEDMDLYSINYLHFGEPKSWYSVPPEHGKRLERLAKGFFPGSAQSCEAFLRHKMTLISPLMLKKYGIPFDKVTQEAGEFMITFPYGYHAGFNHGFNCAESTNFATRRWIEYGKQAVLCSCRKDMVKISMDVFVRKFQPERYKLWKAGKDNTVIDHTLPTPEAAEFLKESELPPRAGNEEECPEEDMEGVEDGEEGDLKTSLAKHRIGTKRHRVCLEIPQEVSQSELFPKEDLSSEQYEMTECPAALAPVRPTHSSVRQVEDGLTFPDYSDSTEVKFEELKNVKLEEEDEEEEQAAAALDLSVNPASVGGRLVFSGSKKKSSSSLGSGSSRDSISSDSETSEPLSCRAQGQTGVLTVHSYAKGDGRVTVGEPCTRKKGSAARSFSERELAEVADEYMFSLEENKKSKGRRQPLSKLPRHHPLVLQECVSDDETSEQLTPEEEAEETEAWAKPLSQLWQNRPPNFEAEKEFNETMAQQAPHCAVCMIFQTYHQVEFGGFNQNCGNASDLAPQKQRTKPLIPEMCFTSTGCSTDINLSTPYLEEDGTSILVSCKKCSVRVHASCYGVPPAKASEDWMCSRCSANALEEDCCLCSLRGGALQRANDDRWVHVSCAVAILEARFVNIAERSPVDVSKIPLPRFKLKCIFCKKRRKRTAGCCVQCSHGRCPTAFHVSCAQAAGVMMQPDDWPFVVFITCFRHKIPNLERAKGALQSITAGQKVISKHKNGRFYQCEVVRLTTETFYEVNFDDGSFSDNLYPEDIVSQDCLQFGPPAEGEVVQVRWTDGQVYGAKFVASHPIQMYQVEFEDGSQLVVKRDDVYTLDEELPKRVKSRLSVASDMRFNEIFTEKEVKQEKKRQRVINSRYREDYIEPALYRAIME
The depositor's hits bear a star; i = inactive; ? = inconclusive; & = joins results of further samples; [ ] = dose if it differs, or a comment. Unless noted, calls follow the shape of the dose curve; as a rule, active = well fitted curve in the direction sought with a large enough effect; inconclusive = small, poorly fitted or top-dose-only effect, or another doubt; inactive = no such curve, though single readings can be large; an effect the other way counts as inactive or inconclusive. Potency is read from the fitted curve at half-maximal effect.

#	molecule	HP1b binding inh	Pin1 inhibitor	12-LOX inh	GLS inhibitor	ERG Ets-DNA blk	Tb PGK inh	rTrxR1 inhibitor	RGS4 inh	JMJD2A Tudor
1	CCN(C(=O)c1cnc(OC)cc1C(F)(F)F)c1ccc(Cl)cc1Cl	41%[activator]	-10%	118%[activator]	-1%	-3%	0%	21%[57.1 µM]	-47%	-5%
2	C=CCN1C(=O)C2C3C=CC(C2C1=O)C1C2C(=O)N(CC=C)C(=O)C2C31 (stereo unspecified)	37%	-3%	6%	-12%	2%	-9%	26%[11.4 µM]	-41%	-2%
3	O=S1(=O)N=C(N(CCO)/N=C/C=C/c2ccccc2)c2ccccc21	13%	6%	-1%	?	1%	-11%	-8%	-12%	-24%
4	Clc1ccc(-c2noc(/C=C/c3ccccc3)n2)cc1	54%[activator]	-5%	0%	1%	-1%	-1%	21%	7%	8%
5	COCCn1c(=NC(=O)c2ccco2)sc2cc(C(=O)OC)ccc21	-9%	14%	-14%	0%	0%	i	2%	-38%	-7%[57.1 µM]
6	CCOC(=O)CSCC(=O)N1CCC(Cc2ccccc2)CC1	32%	6%	7%	4%	1%	8%	33%	-22%	-7%
7	CC1CCN(C(=S)NC(=O)c2ccc(C(C)(C)C)cc2)CC1	23%	-6%	32µM*	-3%	-9%	-4%	5%	-38%	-24%
8	CN(Cc1ccccc1)c1ncnc2[nH]ncc12	31%[57 µM]	5%	23%	-11%	-1%	i	18%[2.29 µM]	-2%	-8%
9	COC(=O)c1cc(S(=O)(=O)N2CCN(c3cccc(C)c3C)CC2)c[nH]1	2%	9%	7%	-1%	-1%	i	12%[57.1 µM]	-1%	?
10	COC(=O)n1c(=O)oc2cc(S(=O)(=O)N3CCCCC3)ccc21	34%[activator]	0%	9%	1%	-2%	-2%	12%	-22%	-15%
11	Cc1cc(C)c2oc(C(=O)Nc3ccc(S(=O)(=O)Nc4nccc(C)n4)cc3)cc(=O)c2c1	31%&-3%	-5%&2%	?	19%&8%	2%&-2%	6%&-3%	?	-6%&2%	-22%&-33%
12	OC(COC(c1ccccc1)c1ccccc1)CN1CCN(c2ccccn2)CC1 (stereo unspecified)	13%	-2%	-21%	13%	-2%	-8%	18%	19%	-31%
13	Cc1noc(C)c1CSCC(=O)Oc1ccc(N(C)S(=O)(=O)c2ccc(Cl)cc2)cc1	35%	4%	-10%	1%	-6%	-8%	5%[57.1 µM]	-6%	-11%
14	CCCc1cc(=O)oc2cc(OCC(=O)NCCc3c[nH]c4ccccc34)ccc12	21%	7%	-27%	5%	4%	-8%	0%	2%	-18%
15	CCOC(=O)N1CCC(N(CCN(C)C)C(=S)Nc2cccc(Cl)c2)CC1	42%[activator]	-2%	0%	20%	9%	0%	-5%	-21%	-8%
16	COc1ccc(-n2c(C)c(C(C)=O)c3cc(O)ccc32)cc1	-5%	2%	21%&-25%	10%	-10%	1%	0%[57.1 µM]	-9%	-15%
17	COc1ccc(CCNC(=O)CCn2c(=O)c3cccn3c3cccnc32)cc1OC	50%&24%[activator]	-6%&-1%	-27%&-21%	0%&-11%	-6%&0%	8%	6%&-1%	21%[11.4 µM]	-23%&-13%
18	COc1ccc(C)cc1N(CC(=O)N1CCCC1)S(C)(=O)=O	57%[activator]	0%	0%	5%	7%	i	21%[57.1 µM]	-25%	-3%
19	CCCCC(CC)CNC(=O)C1CCN(S(=O)(=O)c2cccc3nsnc23)CC1 (stereo unspecified)	28%	5%	-2%	-7%	-7%	i	-4%	0%	-18%
20	Cc1ccc2oc(=O)c3cnn(CC(=O)N4CCN(c5ccccc5F)CC4)c3c2c1	37%	6%	-6%	2%	0%	-8%	8%	-10%	0%
21	Cc1c(C)c2c(cc(C)c3c(-c4ccc(Br)cc4)coc32)oc1=O	-6%	3%	-22%	-4%	1%	i	20%	7%	-21%
22	COC(=O)c1sc2nc(SCc3cccc(Cl)c3)n(N)c(=O)c2c1C	40%[activator]	-6%	-14%	-10%	-3%	3%	-1%[57.1 µM]	-5%	12%
23	COc1ccc(N2C(=O)CSC23C(=O)Nc2ccccc23)cc1OC (stereo unspecified)	5%	5%	-21%	11%	-3%	-3%	-4%[57.1 µM]	-9%	-25%
24	Cc1ccc(CNC(=O)c2sc3nc4n(c(=O)c3c2C)CCCC4)cc1	21%	?	13%	-1%	2%	i	?	-29%	?
25	COc1cccc2c(=O)cc(C)n(CC(=O)Nc3ccc(C)c(C)c3)c12	36%	1%	-18%	7%	0%	3%	2%	-31%	-6%

Grouped by structure, the compounds so far with two or more sulfur atoms (3)
#	molecule	HP1b binding inh	Pin1 inhibitor	12-LOX inh	GLS inhibitor	ERG Ets-DNA blk	Tb PGK inh	rTrxR1 inhibitor	RGS4 inh	JMJD2A Tudor
13	Cc1noc(C)c1CSCC(=O)Oc1ccc(N(C)S(=O)(=O)c2ccc(Cl)cc2)cc1	35%	4%	-10%	1%	-6%	-8%	5%[57.1 µM]	-6%	-11%
19	CCCCC(CC)CNC(=O)C1CCN(S(=O)(=O)c2cccc3nsnc23)CC1 (stereo unspecified)	28%	5%	-2%	-7%	-7%	i	-4%	0%	-18%
22	COC(=O)c1sc2nc(SCc3cccc(Cl)c3)n(N)c(=O)c2c1C	40%[activator]	-6%	-14%	-10%	-3%	3%	-1%[57.1 µM]	-5%	12%

Continuation:
#	molecule	HP1b binding inh	Pin1 inhibitor	12-LOX inh	GLS inhibitor	ERG Ets-DNA blk	Tb PGK inh	rTrxR1 inhibitor	RGS4 inh	JMJD2A Tudor
26	COc1ccc2[nH]cc(CCNC(=O)C3CCCO3)c2c1 (stereo unspecified)	-11%	5%	-9%	14%	6%	-8%	22%	37%[11.4 µM]	?
27	O=C(Nc1ccccc1Cl)c1cc[n+](Cc2ccc([N+](=O)[O-])cc2)cc1	32%	3%	-25%	-16%	-21%	7%	12%	37%[56.9 µM]	-5%
28	CCc1noc(C)c1C(=O)N1CCCC(N2CCN(c3cccc(Cl)c3)CC2)C1 (stereo unspecified)	21%[57 µM]	0%	8%	-4%	-5%	-8%	-5%	11%	13%
29	O=C(COc1ccc(S(=O)(=O)N2CCOCC2)cc1)Nc1ccccc1F	42%[activator]	3%	3%	-8%	-4%	i	2%[57.1 µM]	-21%	-7%
30	COCCn1nnnc1C(c1ccc(OC)cc1OC)N1CCN(c2ccccc2F)CC1 (stereo unspecified)	21%	-7%	40µM*	0%	-4%	8%	13%[57.1 µM]	-11%	-18%
31	CCOc1ccc(CCNC(=O)C2CCN(S(=O)(=O)N3CC(C)CC(C)C3)CC2)cc1OCC (stereo unspecified)	32%	-4%	-1%	-5%	-15%	-2%	17%	7%	-12%
32	CCCCc1ccc(NC(=S)Nc2ccc(Nc3ccc(OC)cc3)cc2)cc1	?	-5%	35µM*	13%	-13%	-7%	4%	-2%	28µM*
33	CCOC(=O)C(C(=O)NCc1ccc(F)cc1)c1ncc(C(F)(F)F)cc1Cl (stereo unspecified)	31%	2%	0%	-23%	-15%	i	14%[57.1 µM]	4%[11.4 µM]	-11%[11.4 µM]
34	Cn1cc(S(=O)(=O)Nc2ccc3c(c2)OCCO3)cn1	26%	-6%	2%	3%	12%	0%	32%[57.1 µM]	10%	-20%
35	CCCOC(=O)Cn1cnc2scc(-c3ccc(C)cc3)c2c1=O	56%[activator]	6%	-26%	9%	11%	-3%	12%	-52%	-11%
36	Cc1nnc(-c2ccccc2)[nH]c1=O	12%	-6%	-9%	8%	1%	2%	-5%[57.1 µM]	9%	-6%
37	Cc1[nH]n(C(C)(C)C)c(=O)c1Sc1ccccc1	35%	-3%	-4%	2%	1%	-3%	0%	-22%	-1%
38	Cc1nncn1-c1ccc(C(=O)Nc2cc(F)ccc2F)cc1	23%[57 µM]	-7%	-13%	3%	1%	-9%	18%[57.1 µM]	2%	4%
39	CC(C)C(=O)Nc1ccc2nc(SCCOc3ccccc3)sc2c1	12%	-7%	-12%	-10%	2%	-3%	16%	30%	-12%
40	O=S(=O)(Oc1ccccc1-c1ccccc1)c1ccccc1	212%[activator]	0%	-2%	-11%	-2%	-8%	36%[57.1 µM]	23%	173%[activator]
41	COc1ccc2oc(-c3cccc(NC(=O)c4cc([N+](=O)[O-])ccc4N4CCOCC4)c3)nc2c1	-11%	18%	-21%	-15%	7%	-10%	20%	6%	-29%
42	NC(=O)c1oc2ccccc2c1NC(=O)CN1CCCCC1	15%	-3%	2%	12%	2%	9%	16%[11.4 µM]	20%	-27%
43	CC(C(=O)N1CCOCCOCCOCC1)N1C(=O)c2ccccc2C1=O (stereo unspecified)	33%	-2%	-1%	-1%	-3%	-9%	20%	10%	-16%

Retrieved by compound from the list above:
#	molecule	HP1b binding inh	Pin1 inhibitor	12-LOX inh	GLS inhibitor	ERG Ets-DNA blk	Tb PGK inh	rTrxR1 inhibitor	RGS4 inh	JMJD2A Tudor
39	CC(C)C(=O)Nc1ccc2nc(SCCOc3ccccc3)sc2c1	12%	-7%	-12%	-10%	2%	-3%	16%	30%	-12%
37	Cc1[nH]n(C(C)(C)C)c(=O)c1Sc1ccccc1	35%	-3%	-4%	2%	1%	-3%	0%	-22%	-1%
33	CCOC(=O)C(C(=O)NCc1ccc(F)cc1)c1ncc(C(F)(F)F)cc1Cl (stereo unspecified)	31%	2%	0%	-23%	-15%	i	14%[57.1 µM]	4%[11.4 µM]	-11%[11.4 µM]

Some of the compounds tested. The share of hits here may be higher or lower than overall.
